Assay outcomes as filed in PubChem.
Vif imaging: HIV Vif inhibition | HEK293T cells, Vif self-association by quenched fluorescence, imaging, 24 h | inhibition, % at 7.49 µM | 340,000 compounds, 0.35% hits; in the data active = inhibition above about 50%, passing the limit was not always enough; also: some results filed as inactive read as strong as hits
aDG glyco up: increases alpha dystroglycan glycosylation. Pro5-aDG cells, alpha-DG glycosylation AlphaScreen (IIH6); 0% Pro5, 100% B10-LARGE cell signal. activation, % at 10 µM. 360,000 compounds, 0.22% hits. AID 624168;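 active = activation of at least 8% versus controls, or a plate z-score of at least 8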;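 also: Pro5 are CHO cells carrying HIG-tagged alpha-DG that lacks glycosylation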
Granule exo inh: blocks lytic granule exocytosis; AID 651702; inhibition, % at 10 µM; TALL-104 LAMP-1 surface exposure, flow cytometry; cells stimulated with thapsigargin and PMA; 360,000 compounds, 0.66% hits;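 active = inhibition above about 55%, limit read from the data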
Glyco luc inh: blocks N-linked glycosylation in D54 reporter cells; D54 ERlucT glycosylation luciferase reporter, 24 h; percent of 100 nM tunicamycin response; reporter increase, % at 12.5 µM; AID 588692; 360,000 compounds, 0.23% hits;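 active = mean luciferase reporter signal, scaled so untreated is 0 and the glycosylation-blocking control 100, at or above a set limit in every replicate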;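 also: luciferase carries N-glycosylation sites so blocking glycosylation raises the light; 0% = median of neutral control wells and 100% = median of 100 nM tunicamycin wells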
MC4R ag barr: activates human MC4R beta-arrestin recruitment; P32245; AID 540308; U2OS MC4R beta-arrestin complementation, luminescence; percent of melanotan II response, DMSO zero; 360,000 compounds, 0.98% hits; activation, % at 8.9 µM;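 active = activation above a per-plate cutoff, the mean activation of sample wells on that plate plus 3 SD, cut at about 8% in these data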
NOD2-RIPK2 inh: blocks binding of human NOD2 to RIPK2; O43353; CHO BLA complementation NOD2-RIPK2, CCF4 ratio; inhibition, % at 4.98 µM; 360,000 compounds, 0.38% hits; AID 624267; in the data active = inhibition above about 21%;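 also: 0% = vehicle only and 100% = reference blocker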
MC4R antagonist: blocks human MC4R cAMP signaling; 360,000 compounds, 0.48% hits; inhibition, % at 6.5 µM; AID 540295; P32245; MC4R-expressing cells, MTII-stimulated cAMP, LANCE TR-FRET;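 active = inhibition above its plate's cutoff, the mean of tested wells on that plate plus 3 SD, cut at about 29% in these data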;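 also: 0% = Melanotan II alone and 100% = Melanotan II plus saturating MCL0020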
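System: U2OS-MC4R stable cell line; Technique: Eu-cAMP/anti-cAMP TR-FRET, emission 671 nm; Repeats: single well per compound; Also added: Melanotan II; Dosing: one concentration, 6.5 µM nominal; Schedule: 30-min compound, 1-h challenge, 1-h detection, room temperature.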
TLR9-MyD88 inh: inhibitors of human TLR9-MyD88 binding; Q9NR96+Q99836; CHO BLA complementation TLR9-MyD88, CCF4 FRET ratio; inhibition, % at 4.98 µM; 340,000 compounds, 0.21% hits; AID 504734;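 active = inhibition above the mean over all tested compounds plus 3 SD, cut at about 21% in these data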;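 also: 0% = DMSO only wells and 100% = clavulanate BLA inhibitor control wells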
ABHD5-PLIN5 inh: ABHD5-PLIN5 protein interaction inhibition | inhibition, % at 4 µM | Split G. princeps luciferase complementation, luminescence, 4 h | 360,000 compounds, 0.78% hits | AID 602281 | Q00G26+Q8WTS1;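 active = inhibition above the mean inhibition across every tested compound plus 3 SD, cut at about 22% in these data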;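 also: 0% = DMSO only wells and the 100% control is not disclosed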
ABCB6 inh 2: human ABCB6 transporter inhibition | K562-ABCB6 porphyrin accumulation, flow cytometry, 1 h; active compounds read low | fluorescence ratio to DMSO, % at 10 µM | 360,000 compounds, 0.19% hits | AID 602162;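 active = fluorescence ratio to DMSO below 75%, the collection mean minus 3 SD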;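 also: signal is porphyrin accumulated inside mitochondria; 100% equals median channel fluorescence of DMSO control wells; lower ratio means ABCB6 inhibition with less porphyrin fluorescence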
Target sequence (Q9NP58 whole entry, looked up): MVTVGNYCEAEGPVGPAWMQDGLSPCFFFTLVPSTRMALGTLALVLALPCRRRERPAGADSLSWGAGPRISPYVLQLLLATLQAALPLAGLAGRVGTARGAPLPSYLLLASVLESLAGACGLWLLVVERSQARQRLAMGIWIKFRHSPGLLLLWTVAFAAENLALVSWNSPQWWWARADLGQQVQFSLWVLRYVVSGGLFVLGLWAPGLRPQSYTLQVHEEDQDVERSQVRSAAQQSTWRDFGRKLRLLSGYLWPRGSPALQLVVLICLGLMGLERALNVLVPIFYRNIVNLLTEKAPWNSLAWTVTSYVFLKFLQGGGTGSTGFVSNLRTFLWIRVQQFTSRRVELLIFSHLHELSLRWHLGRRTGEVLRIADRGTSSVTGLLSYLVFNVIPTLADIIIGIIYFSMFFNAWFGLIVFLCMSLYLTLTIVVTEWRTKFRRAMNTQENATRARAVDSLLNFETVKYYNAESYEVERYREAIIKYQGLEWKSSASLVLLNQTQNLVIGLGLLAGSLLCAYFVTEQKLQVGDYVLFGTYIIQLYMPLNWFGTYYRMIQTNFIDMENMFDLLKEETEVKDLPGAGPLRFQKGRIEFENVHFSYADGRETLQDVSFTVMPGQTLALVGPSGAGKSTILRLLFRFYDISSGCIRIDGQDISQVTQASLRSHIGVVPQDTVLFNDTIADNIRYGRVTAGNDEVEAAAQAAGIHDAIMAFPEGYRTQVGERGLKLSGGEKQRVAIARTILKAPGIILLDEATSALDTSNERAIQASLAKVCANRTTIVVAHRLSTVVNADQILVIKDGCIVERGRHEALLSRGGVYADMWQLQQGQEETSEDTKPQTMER
* = called active by the depositor; x = not tested or not shown; & = joins results of further samples.

Structure | Vif imaging | aDG glyco up | Granule exo inh | Glyco luc inh | MC4R ag barr | NOD2-RIPK2 inh | MC4R antagonist | TLR9-MyD88 inh | ABHD5-PLIN5 inh | ABCB6 inh 2
CCN(C(=O)COC(=O)c1cc(S(=O)(=O)N2CCOCC2)ccc1F)C1CCS(=O)(=O)C1 (stereo unspecified) | -8 | -0.1 | -6 | -1 | 1.4 | -5 | -2 | 8 | -2 | 105
O=C(CNS(=O)(=O)c1ccc(Br)s1)NC1CCCc2ccccc21 (stereo unspecified) | 5 | -0.2 | -2 | -1 | -1.4 | 8 | 16 | -9 | 1 | 87
CCS(=O)(=O)NC(C)C(c1cccs1)N1CCN(c2ccc(F)cc2)CC1 (stereo unspecified) | -8 | -0.2 | 0 | -2 | 1.3 | -7 | 11 | -3 | 3 | 95
Cc1cc(C)c2c(N)c(C(=O)Nc3ccccc3Br)sc2n1 | -14 | 0.3 | 6 | -1 | 10.0* | -2 | -1 | 5 | -1 | 96
Cc1nnc(SCC(=O)NC2CCCC2)n1-c1ccccc1 | 7 | -0.2 | 2 | 0 | -2.4 | 6 | 6 | -3 | -8 | 107
O=C(CCNC(=O)c1ccccc1)OCC(=O)c1cccc(Cl)c1 | -1 | -0.4 | -1 | 1 | 0.2 | -1 | -3 | -11 | 6 | 98
O=C(O)C1C2C=CC(C2)C1C(=O)NCCCn1ccnc1 (stereo unspecified) | -3 | 0.2 | -2 | 2 | -1.8 | 0 | 10 | 6 | 1 | 101
NC(N)=NS(=O)(=O)c1ccc(NC(=S)NC(=O)Cc2ccc(Cl)cc2)cc1 | -1 | 0.0 | 1 | 0 | -1.8 | 6 | 8 | 5 | 1 | 101
CCN(C(=O)c1cc(S(=O)(=O)N2CCCCC2)c[nH]1)c1ccc(OC)cc1 | -7 | 0.2 | -4 | -6 | 1.6 | -8 | 13 | -5 | -13 | 99
CC1(C(=O)Nc2cccc3ccccc23)CCN1C(=O)C1(c2ccccc2)CCCC1 (stereo unspecified) | 1 | -0.1 | 4 | -6 | -1.1 | -6 | 12 | x | -6 | 91
Cn1c(=O)c2[nH]c(N=NNc3ccccc3F)nc2n(C)c1=O | -8 | 0.4 | 0 | 2 | -0.5 | 4 | -12 | -2 | 24* | 98
COc1ccc(NC(=O)CN(C)C(=O)c2ccc(COc3ccccc3)cc2)cc1 | -8 | 0.4 | 9 | -4 | 2.3 | 4 | 3 | -13 | 4 | 97
COc1ccc(C(=O)NC2CC3CCCC(C2)N3Cc2ccccc2)c(OC)c1 (stereo unspecified) | 7 | -0.1 | -14 | -1 | -0.7 | 4 | 23 | 2 | 7 | 99
COc1ccc2c(c1)CCCC2=O | -5 | 0.3 | 4 | 1 | -0.8 | -5 | -3 | 2 | 1 | 99
O=C1CCCC/C1=N\Nc1ccc(OCc2ccccc2)cc1 | 4 | 0.4 | -6 | 0 | -2.9 | -5 | 4 | 6 | 5 | 97
ClC1(CNc2ccccc2)CCN(Cc2ccccc2)CC1 | -17 | 0.0 | 19 | 1 | 0.9 | 4 | 8 | 12 | 13 | 99
CCCCCCCC(=O)N/N=C/c1ccco1 | 17 | 0.5 | -4 | -1 | -0.1 | 10 | 2 | -9 | -9 | 101
COc1ccccc1C(=O)N1CCN(Cc2nc3cc([N+](=O)[O-])ccc3n2C)CC1 | -2 | 0.0 | 0 | 1 | -0.4 | -10 | 19 | 3 | -2 | 100
CN(CC(=O)Nc1ccc(S(=O)(=O)N2CCCC2)cc1)CC(=O)Nc1cccc(F)c1 | 0 | 0.2 | 3 | -4 | -1.7 | -6 | -1 | 2 | 2 | 92
CCOc1ccccc1NC(=O)c1cc(S(=O)(=O)N2CCC3(CC2)OCCO3)ccc1F | 7 | 0.1 | 0 | -1 | 3.1 | -16 | 7 | -3 | 0 | 97

(cont.)
Structure | Vif imaging | aDG glyco up | Granule exo inh | Glyco luc inh | MC4R ag barr | NOD2-RIPK2 inh | MC4R antagonist | TLR9-MyD88 inh | ABHD5-PLIN5 inh | ABCB6 inh 2
CCOC(=O)c1c(C)[nH]c(C2=NNC(=Nc3ccccc3OC)SC2)c1C | x | 0.4 | 3 | -4 | 6.2 | 0 | 13 | -1 | -34 | 103
CCN(CC)c1ccc(S(=O)(=O)N2CCCCC2)cc1NC(=O)CSCc1c(C)noc1C | -4 | -0.2 | -7 | -4 | -1.5 | 4 | 6 | 4 | 7 | 88
COc1ccc(C(C)(C)C)cc1NC(=O)CCCN1C(=O)NC(C)(C)C1=O | 20 | 0.6 | 6 | 2 | -0.4 | -3 | 4 | 5 | -2 | 93
CN(C)Cc1c[nH]c2nc[nH]c(=O)c12 | 18 | 0.0 | -47 | -1 | -1.8 | 5 | -1 | -6 | -2 | 102
Cc1cc(C)c(OCCNC(=O)c2ccccc2Sc2ccccc2C#N)c(C)c1 | 8 | 0.5 | 42 | -4 | -1.6 | -1 | 10 | 4 | 2 | 96
CCCCC(=O)NNC(=O)CC(=O)Nc1ccccc1C(=O)O | 0 | -0.1 | 2 | 1 | 1.3 | -9 | 14 | 1 | -2 | 98
CCC1(c2ccc(F)cc2)NC(=O)N(CC(=O)NC2CCCC(C)C2C)C1=O (stereo unspecified) | 21 | 0.6 | -7 | 3 | -1.3 | -5 | 3 | 1 | -1 | 98
O=C(Nc1cccc(Cl)c1)Nc1ccccc1C(=O)O | -5 | -0.2 | 3 | -4 | 2.9 | -4 | 1 | -2 | 8 | 99
C=CCc1c(C)[nH]c2ccc(C)cc2c1=O | x | 0.1 | -1 | 0 | -2.0 | -5 | 2 | 6 | -8 | 100
CCOC(=O)N1CCN(C(=O)CSCc2nc(-c3ccccc3C)oc2C)CC1 | 2 | 0.2 | 2 | -1 | -0.1 | 2 | 1 | 1 | -9 | 102
CC(c1nc2ccccc2c(=O)[nH]1)N(C)CCOc1ccc(Cl)cc1 (stereo unspecified) | 8 | 0.3 | 1 | -1 | -0.3 | -7 | 0 | -10 | -4 | 92
COc1ccc(-n2nc(C(=O)NCC(=O)NCCC3=CCCCC3)c3ccccc3c2=O)cc1 | -6 | -0.2 | 3 | 0 | -0.1 | 5 | 2 | 9 | 6 | 95
O=C1c2ccccc2C(c2nnnn2-c2ccc3c(c2)OCCO3)N1Cc1cccc(F)c1 (stereo unspecified) | x | 0.0&-0.2 | 1&-4 | x | x | -8&0 | x | x | -4&2 | 96&101
CCOP(=O)(c1ccc(N(C)C)cc1)C(O)c1ccccc1F (stereo unspecified) | -8 | 0.0 | -2 | 2 | -2.4 | -8 | 1 | -12 | 1 | 93
COc1cc2c(cc1OC)C(c1ccco1)CC(=O)N2 (stereo unspecified) | 9 | 0.0 | 0 | -2 | 0.1 | 9 | 7 | -1 | 11 | 100
CCCCCC(=O)NC(=S)NC1C2CC3CC(C2)CC1C3 (stereo unspecified) | -8 | 0.5 | 12 | -4 | -1.0 | 1 | 8 | 8 | -1 | 95
CCOC(=O)C(C)NC(=O)CCc1nnc2ccc(N3CCCCC3)nn12 (stereo unspecified) | -10 | 0.0 | -4 | 1 | -0.9 | -11 | 12 | 8 | -2 | 90
c1ccc2sc(-n3cc(C4CCCCC4)nn3)nc2c1 | x | 1.9 | -6 | x | x | -1 | x | x | -2 | 120
COc1ccc([C@@H]2C[C@H]3[C@@H](CN2S(=O)(=O)c2ccccc2)C(=O)C[C@@H](c2cccc4ccccc24)N3S(=O)(=O)c2ccc(C)cc2)cc1 | 2 | -0.3 | -2 | 0 | 0.2 | 9 | 6 | 0 | 4 | 85
COc1cccc(NC2C=CS(=O)(=O)C2)c1 (stereo unspecified) | -1 | -0.2 | -2 | 3 | 0.0 | -5 | -1 | 6 | 5 | 90

(further entries)
Structure | Vif imaging | aDG glyco up | Granule exo inh | Glyco luc inh | MC4R ag barr | NOD2-RIPK2 inh | MC4R antagonist | TLR9-MyD88 inh | ABHD5-PLIN5 inh | ABCB6 inh 2
O=C(CSc1nnc(-c2ccccn2)n1-c1ccc(Cl)cc1)Nc1ccc2c(c1)OCO2 | -6 | 0.3 | 3 | -2 | 5.5 | -10 | 13 | -8 | -4 | 108
O=C(O)c1cccc(Nc2ccncc2[N+](=O)[O-])c1 | 6 | 0.1 | -4 | 2 | -0.9 | 11 | -16 | -5 | -2 | 97
Cc1cccc(NC(=O)CCS(=O)(=O)c2ccc(Cl)cc2)c1 | -13 | 0.1 | -5 | -1 | -1.0 | -6 | 8 | 6 | 4 | 91
O=C(Cn1cnc2ccccc2c1=O)NCC1COc2ccccc2O1 (stereo unspecified) | 1 | -0.2 | -2 | 1 | 0.9 | -3 | 0 | 5 | 4 | 99
COC(=O)C(C(=O)OC)c1ccc(NC(=O)c2cccc(Cl)c2)cc1 | 11 | 0.0 | 0 | 0 | 0.9 | -24 | 4 | -8 | 9 | 99
CCCn1c(SCC(=O)Nc2sc(C)c(C)c2C#N)nnc1C(C)C | 3 | 0.0 | 0 | -1 | -0.7 | -9 | 3 | -1 | 1 | 102
O=C(CCCCCNC(=S)Nc1ccccc1)C[N+](=O)[O-] | 3 | -0.1 | -10 | 1 | 0.0 | -13 | -2 | 4 | -8 | 99
NS(=O)(=O)c1ccc(CCNC(=S)NC2CCCC2)cc1 | -4 | 0.0 | -5 | 1 | -2.8 | 8 | -2 | -2 | 3 | 95
NS(=O)(=O)c1ccc(CNC(=O)c2ccc(NS(=O)(=O)c3cccs3)cc2)cc1 | 0 | -0.3 | 0 | 1 | 0.1 | -5 | 10 | -3 | 8 | 96
CC(C)c1nnc(NC(=O)CCC(=O)Nc2ccc3cn[nH]c3c2)s1 | 3 | 0.0 | -5 | 3 | -3.0 | -13 | 1 | 0 | -3 | 97
CCOc1ccc(Cc2nnc(SCC(=O)Nc3ccc(C(C)=O)cc3)[nH]c2=O)cc1 | 0 | 0.1 | 15 | 0 | -4.4 | -7 | 4 | -2 | 4 | 92
CCC(C)Cn1c(O)cc2nn(-c3nc4ccccc4s3)c(=O)c-2c1C (stereo unspecified) | -5 | -0.1 | 1 | -5 | -1.2 | -12 | -6 | -3 | -2 | 100
Cc1cc(O)c(-c2cc(C(=O)Nc3ccc(S(=O)(=O)N4CCOCC4)cc3)[nH]n2)cc1C | 1 | 0.8 | 5 | -4 | -1.7 | 1 | 17 | 12 | -7 | 90
O=C(C=Cc1ccccn1)c1ccccc1O | 24 | 0.4 | -9 | 24 | 0.0 | 7 | -15 | 2 | 67* | 93

Single records (already shown). Values in the order: Vif imaging, aDG glyco up, Granule exo inh, Glyco luc inh, MC4R ag barr, NOD2-RIPK2 inh, MC4R antagonist, TLR9-MyD88 inh, ABHD5-PLIN5 inh, ABCB6 inh 2
CCC(C)Cn1c(O)cc2nn(-c3nc4ccccc4s3)c(=O)c-2c1C (stereo unspecified) across the screens: -5, -0.1, 1, -5, -1.2, -12, -6, -3, -2, 100
COC(=O)C(C(=O)OC)c1ccc(NC(=O)c2cccc(Cl)c2)cc1 across the screens: 11, 0.0, 0, 0, 0.9, -24, 4, -8, 9, 99
O=C(CSc1nnc(-c2ccccn2)n1-c1ccc(Cl)cc1)Nc1ccc2c(c1)OCO2 across the screens: -6, 0.3, 3, -2, 5.5, -10, 13, -8, -4, 108
CC(C)c1nnc(NC(=O)CCC(=O)Nc2ccc3cn[nH]c3c2)s1 across the screens: 3, 0.0, -5, 3, -3.0, -13, 1, 0, -3, 97

The list is partial; rates above refer to the full screens.
